# All columns: NCI-60 one-dose screen, growth in % after 48 h at 10 µM unless noted; 100 = growth as untreated, 0 = no growth, -100 = all killed.
# SK-MEL-2: SK-MEL-2 melanoma. 4.7% of 77,000 active
# SK-MEL-5: SK-MEL-5 melanoma | 6.4% of 80,000 active | AID 1794755
# MDA-MB-435: MDA-MB-435 melanoma. 7.8% of 82,000 active
# UACC-257: UACC-257 melanoma. 4.4% of 78,000 active. AID 1794764
# MALME-3M: MALME-3M melanoma | 5.8% of 78,000 active
# SK-MEL-28: SK-MEL-28 melanoma. 4.1% of 81,000 active. AID 1794761
# UACC-62: UACC-62 melanoma; AID 1794756; 5.4% of 81,000 active
# M14: M14 melanoma; 6.2% of 80,000 active
# * = called active by the depositor; x = no result given; & = joins results of further samples; [ ] = dose if it differs, or a comment. How the source made its calls: active means growth percent below 10; inactive means the rest. The order is random; any-hit rate near 11%.
SMILES,SK-MEL-2,SK-MEL-5,MDA-MB-435,UACC-257,MALME-3M,SK-MEL-28,UACC-62,M14
O=c1[nH]c2ccccc2c(O)c1C(c1ccc(Cl)cc1)c1c(O)c2ccccc2[nH]c1=O,93,103,104,104,101,114,97,102
CC1=C(C)C(=O)C(N2CCN(c3cccc(C)c3)CC2)=C(Cl)C1=O,111,95,99,94,100,106,78,89
CCOC(=O)c1[nH]nc2c1C1(C(=O)Nc3ccc(Br)cc31)C(C#N)=C(N)O2 (centres undefined),106,99,105,108,102,114,91,109
C(=C\c1ccc(/C=C/c2ccccc2)nn1)/c1ccccc1,77,100,84,105,105,105,96,107
CN(C)CCN(Cc1cccs1)c1ccccn1,110,105,99,114,103,112,97,103
O=C1c2ccccc2C(=O)N1CC(O)COc1cccc2ccccc12 (centres undefined),92,101,96,100,95,109,91,102
COc1cc2nc(N3CCC[C@@H](NC(=O)C4COc5ccccc5O4)C3)nc(N)c2cc1OC (some centres undefined),107&112,97&99,100&97,92&94,109&101,99&102,104&103,101&105
O=C(NC1=NN(c2ccccc2)C(=O)C1)C(=O)Nc1nc2ccccc2[nH]1,98,102,103,92,103,112,104,101
COC(=O)c1c2c(c(C)[n+]([O-])c1C)C(=O)C=CC2=O,-63*,-99*,-61*,-81*,-88*,-83*,-73*,-83*
NS(=O)(=O)c1ccc2c(c1)/C(=C/c1cccs1)C(=O)N2,99,90,100,100,91,97,82,99
Cc1cc(=O)c2cccc(C)c2[nH]1,96,104,110,115,103,100,96,99
CC(=O)Nc1nc(C(=O)N2N=C(C)/C(=C/c3ccc(Cl)cc3)C2=O)cs1,91,104,112,94,93,110,111,97
COc1ccc(/C=C2\SC(=O)N(Cc3cc(=O)oc4ccc(OC)cc34)C2=O)cc1,100,87,100,100,x,95,66,93
CC(C)(C)CCC(Br)CBr (centres undefined),113,103,101,x,103,107,106,103
CC(/C=N/NC(N)=S)Cc1ccc(C(C)C)cc1 (centres undefined),54,x,49,70,83,82,54,74
N#Cc1ncoc1N1CCN(Cc2ccc3c(c2)OCO3)CC1,93,102,104,103,98,97,104,103
CCC1C(=O)NC(=O)SC1c1ccccc1 (centres undefined),96,101,102,82,104,109,x,95
CC(=O)CCN1CCOCC1,129,113,100,107,109,121,100,109
COc1ccc(CC(C)=C(c2ccc(OCCCN(C)C)cc2)c2ccc(OCCCN(C)C)cc2)cc1,119,100,100,101,98,109,95,107
Cn1ccc2cnc(Oc3ccccc3-c3ccccc3)nc21,104,99,102,106,96,109,81,102
Oc1ccc(-c2nc3ccc4[nH]ncc4c3c3c2CCCC3)c2cccnc12,5.4*,-4.9*,-7.4*,-20*,-3.7*,13,-11*,3.4*
CC1NCCC[C@]2(C)[C@H]3CC[C@@H]4[C@H]5[C@H]6OC[C@@]5(CCC6(C)C)CC[C@@]4(C)[C@]3(C)CC[C@@H]12 (some centres undefined),109,98,102,105,99,107,89,115
CC(C(=O)O)n1cc(C#N)c(=O)[nH]c1=O (centres undefined),102&120,102&105,106&95,108&89,116&102,110&110,100&103,107&120
NNC(=O)CCCCl,105,102,108,105,x,110,103,100
OC(CBr)c1cc(-c2ccc(Cl)cc2)nc2cc(Cl)ccc12 (centres undefined),109,88,106,135,x,122,94,111
CCCCCCCCCCCCSCC(=O)O,112,96,102,103,100,109,104,103
COc1ccc(-c2nn(-c3cccc(Cl)c3)cc2-c2cc(-c3ccc(Br)cc3)no2)cc1,123,95,105,101,107,106,84,98
O=S(=O)(Oc1ccc(/C=N/N=c2/sc(-c3ccccc3)cn2-c2ccccc2)cc1)C(F)(F)C(F)(F)C(F)(F)C(F)(F)C(F)(F)C(F)(F)C(F)(F)C(F)(F)F,110,105,105,114,102,108,91,x
O=C(O)C(Cc1ccccc1)N1C(=O)C=CC1=O (centres undefined),96,99,96,104,96,117,101,94
CC(NNC(=S)N1CCCCCC1)c1ccc2ccccc2n1 (centres undefined),90,31,41,x,29,55,11,21
O=C(Nc1ccncc1)C(=O)c1cn(S(=O)(=O)c2ccc(C(F)(F)F)cc2)c2ccccc12,x,105,86,104,84,91,73,100
COc1ccccc1Nc1nnc(COc2ccc(CNC(=O)CCCC/C=C/C(C)C)cc2OC)o1,102,98,103,97,x,98,82,95
NC(=S)N/N=C1/c2ccccc2-c2cc(Br)ccc21,94,71,94,94,x,108,79,100
Cc1cc(C)nc(NS(=O)(=O)c2ccc(NCN3C(=O)c4ccccc4C3=O)cc2)n1,112,101,113,100,109,95,105,131
CN(C)CCN(Cc1ccc(Cl)s1)c1ccccn1,97,97,94,91,98,107,90,81
COc1cc(C2=NN(c3ccccc3)C(c3sc(Cl)nc3Cl)C2)cc(OC)c1OC (centres undefined),99,95,98,100,110,106,71,103
NC(Cc1c[nH]c2ccc(OCc3ccccc3)cc12)C(=O)O (centres undefined),109,107,111,109,97,103,103,99
COC(=O)C1(CC(=O)c2ccc(Cl)c(Cl)c2)NC(=S)NC(=O)C1C#N (centres undefined),101,101,107,114,98,111,102,111
C[C@@H]1C(=O)N(C[C@H](Cc2ccccc2)NC(=O)OCc2ccccc2)[C@]1(Cc1ccccc1)C(=O)OC(C)(C)C,77,59,77,66,80,85,52,x
c1ccc2c(NCCc3c[nH]c4ccccc34)c3ccccc3nc2c1,82,90,81,73,x,98,63,74

# For reference, four of the compounds above.
SMILES,SK-MEL-2,SK-MEL-5,MDA-MB-435,UACC-257,MALME-3M,SK-MEL-28,UACC-62,M14
NC(Cc1c[nH]c2ccc(OCc3ccccc3)cc12)C(=O)O (centres undefined),109,107,111,109,97,103,103,99
COC(=O)C1(CC(=O)c2ccc(Cl)c(Cl)c2)NC(=S)NC(=O)C1C#N (centres undefined),101,101,107,114,98,111,102,111
C[C@@H]1C(=O)N(C[C@H](Cc2ccccc2)NC(=O)OCc2ccccc2)[C@]1(Cc1ccccc1)C(=O)OC(C)(C)C,77,59,77,66,80,85,52,x
c1ccc2c(NCCc3c[nH]c4ccccc34)c3ccccc3nc2c1,82,90,81,73,x,98,63,74

# Remaining list, next part.
SMILES,SK-MEL-2,SK-MEL-5,MDA-MB-435,UACC-257,MALME-3M,SK-MEL-28,UACC-62,M14
OC(COc1ccccc1)CN1CCN(c2ccccc2)CC1 (centres undefined),110,x,108,109,75,111,96,106
Cc1nnc2c3nnc(-c4ccc(Cl)cc4)n3c3ccccc3n12,100,100,95,98,89,104,98,97
COc1cc(OC)cc(-c2ccc(-c3ccc(C(=N)N)cc3)s2)c1,-58*,-100*,-97*,-58*,-81*,-88*,-85*,-91*
COc1cc2c(cc1OC)C(=O)Cc1ccc3c(c1CN(C)CC2)OCO3,x,105,105,89,133,109,99,108
Cc1ccccc1-n1c(C)nc2cc(NC(=O)c3ccc(Cl)cc3)ccc2c1=O,x,0.9*,44,60,54,80,42,69
CCOC(=O)c1noc2c1CCc1cn(Cc3cc(OC)cc(OC)c3)cc1-2,92,101,103,101,107,105,103,101
O=c1oc2ccccc2cc1-c1cc(-c2ccc(-c3cc(-c4cc5ccccc5oc4=O)nc(-c4cc5ccccc5oc4=O)c3)cc2)cc(-c2cc3ccccc3oc2=O)n1,106,101,114,103,98,108,99,103
CCCOC(=O)c1ccc(C(=O)OCCC)nc1,x,95,101,127,106,149,106,97
O=C1/C(=C/c2ccc(O)cc2O)N=C2SCCCN12,109,100,99,102,101,98,97,100
O=C(NNc1nc(N2CCCC2)nc(N2CCCC2)n1)c1ccccc1,101,110,117,97,x,106,99,132
Cc1ccc(CO)cc1C,x,101,107,89,92,104,104,108
COC(=O)N/N=C/c1coc2ccc(Cl)cc2c1=O,68,106,103,111,76,100,94,x
O=C(CC(O)(CC(=O)OCc1ccccc1)C(=O)OCc1ccccc1)OCc1ccccc1,103,102,107,107,97,121,92,97
CN(C)c1ccc2c(c1)/C(=N/O)c1ccccc1-2,111,91,-8.9*,82,88,76,65,70
COc1ccccc1C(OC(C)=O)OC(C)=O,91,101,104,87,108,109,102,98
CC(=O)N1C(=O)c2ccccc2C1=O,112,100,102,106,93,104,95,100
CC(CC(=O)c1ccccc1)c1ccccc1 (centres undefined),x,x,100,94,93,101,107,119
CCCCN(CCC)CCCCCCCCCCN1CCCc2ccccc21,92,99,85,106,74,118,x,89
COc1ccc(-n2nc(C(=O)Nc3ccc(C(F)(F)F)cc3)nc2-c2cc(OC)c(OC)c(OC)c2)cc1,70,64,89,107,117,103,92,92
COc1ccc(/C=N/NC(=O)c2nn(-c3ccc(S(N)(=O)=O)cc3)c3nc(C)cc(=O)n23)cc1,105,104,105,99,96,104,92,99

# Shown as tab-separated lines: entries from further up
structure	SK-MEL-2	SK-MEL-5	MDA-MB-435	UACC-257	MALME-3M	SK-MEL-28	UACC-62	M14
Cc1ccccc1-n1c(C)nc2cc(NC(=O)c3ccc(Cl)cc3)ccc2c1=O	x	0.9*	44	60	54	80	42	69
COc1cc(OC)cc(-c2ccc(-c3ccc(C(=N)N)cc3)s2)c1	-58*	-100*	-97*	-58*	-81*	-88*	-85*	-91*
CC(=O)N1C(=O)c2ccccc2C1=O	112	100	102	106	93	104	95	100

# Following part.
SMILES,SK-MEL-2,SK-MEL-5,MDA-MB-435,UACC-257,MALME-3M,SK-MEL-28,UACC-62,M14
O=C(CN1CCN(c2cc3c(cc2F)c(=O)c(C(=O)O)cn3C2CC2)CC1)Nc1nc(-c2ccc(OCc3ccccc3)cc2)cs1,103,99,102,104,91,103,93,93
C=CC(O)CCCCC (centres undefined),99,x,107,97,95,109,106,110
O=S(=O)(O)c1ccc2cc(O)c(S(=O)(=O)O)cc2c1,105,99,108,103,110,111,106,102
O=C(Nc1ccc(CN2CCc3nc4cc(O)c(O)cc4cc32)cc1)c1ccc(Cl)c(C(F)(F)F)c1,121,97,96,127,112,110,97,110
Cc1ccc(/C=C2\Oc3cc(C)c(Cl)c(C)c3C2=O)cc1,102,98,103,104,86,105,77,98
O=C1c2ccccc2C(=O)C2OC12 (centres undefined),98,101,109,98,x,116,103,100
CCCCCCCCc1ccc(S(=O)(=O)Nc2ccc(CC)cc2C(=O)O)cc1,87,80,101,91,98,104,81,99
CCN(CC)CCNc1ccc(Cl)cc1,86,104,105,90,123,113,96,99
C/C(=N\O)c1ccc(N2C(=O)C3C(C2=O)C2(Cl)C(Cl)=C(Cl)C3(Cl)C2(Cl)Cl)cc1 (centres undefined),95,98,101,98,98,104,100,106
O=C(Cc1ccc(Nc2ncnc3[nH]ccc23)cc1)Nc1ccc(F)c(Cl)c1,96,105,103,97,98,104,92,96
CCC(C(=N)N)(c1ccccc1)N(C)C (centres undefined),94,102,104,90,98,108,97,100
N#Cc1c(N)nc2c(nnn2-c2ccc(Cl)cc2)c1N,97,89,107,83,101,111,94,x
O=C(c1cc2ccccc2cc1O)N1CCCCC1,93,96,100,87,91,108,89,96
Cc1cccc2c1NC(=O)[C@@]21[C@H](C(=O)c2ccccc2)[C@]2(C(=O)Nc3ccccc32)[C@H]2CCCN21,18[100 µM],31[100 µM],62[100 µM],x,x,46[100 µM],23[100 µM],46[100 µM]
O=C(Nc1cccc(Cl)c1)Oc1ccc2ccccc2c1,118,106,106,116,116,98,94,101
Cc1ccccc1C[P+](c1ccccc1)(c1ccccc1)c1ccccc1,2.1*,-23*,15,-1.9*,5.0*,27,19,29
CN1CCC(O)CC1,119,x,102,114,113,115,104,111
CN=C1NC(C)(C)C2CCC(C)(CC2)S1,117,108,x,90,90,104,92,100
O=C(O)COc1ccc(Cl)cc1CC(Cl)CCl (centres undefined),124,109,104,x,103,106,96,104
CC1(C)C2CC[C@]3(C)C(C(=O)C=C4[C@@H]5C[C@@](C)(C(=O)O)CC[C@]5(C)CC[C@]43C)[C@@]2(C)CC[C@@H]1O (some centres undefined),106,92,93,109,99,110,95,102
CC(=O)OCCCCCCN1C=C/C(=C\C(=O)n2ccc3ccccc32)c2ccccc21,107,100,107,108,72,108,85,x
CN1C(=O)N(C)C2(c3ccccc3)N(CC(=O)Nc3ccccc3O)C(=O)NC12c1ccccc1 (centres undefined),111,101,106,125,107,123,91,105
COc1cc(-c2cc(-c3nc4cc(F)ccc4nc3C)nc(N)n2)cc(OC)c1OC,116,94,97,109,104,100,75,104
COc1cccc(Cn2cc(C(=O)Nc3cccnc3Nc3ccc(O)cc3)nn2)c1,x,92,105,92,92,113,90,116
Nc1c(C(=O)Nc2ccncc2)sc2nc3c(cc12)CCCCC3,94,0.0*,67,76,91,82,81,92
Cc1sc(=S)n(CC(=O)O)c1C,104,100,111,103,112,107,102,108
CCCC(C)C(C)(C(=O)OCC)C(=O)OCC (centres undefined),104,109,109,102,119,108,100,100
OC1c2ccccc2-c2ccccc21,x,118,108,106,162,132,108,111
CC(C(=O)c1c([O-])on[n+]1-c1ccccc1)n1cnnc1 (centres undefined),85,96,114,99,92,109,93,104
CC1(CC(=O)Nc2ccccc2)Nc2cc(Cl)ccc2-c2ccnn21 (centres undefined),81,102,99,98,91,102,93,98
CN(C)CCOC(=O)Nc1nc2ccc(C(=O)c3ccccc3)cc2[nH]1,103,101,45,84,94,106,96,94
CCCCCCCCCCCCCCCCCCC1=C(O)C(=O)C=C(OC)C1=O,103,96,117,96,94,96,94,99

# In another format: entries from further up
# Order of values: SK-MEL-2	SK-MEL-5	MDA-MB-435	UACC-257	MALME-3M	SK-MEL-28	UACC-62	M14
> CC(=O)OCCCCCCN1C=C/C(=C\C(=O)n2ccc3ccccc32)c2ccccc21
→ 107	100	107	108	72	108	85	x
> CCCCCCCCCCCCCCCCCCC1=C(O)C(=O)C=C(OC)C1=O
→ 103	96	117	96	94	96	94	99
> CN1C(=O)N(C)C2(c3ccccc3)N(CC(=O)Nc3ccccc3O)C(=O)NC12c1ccccc1 (centres undefined)
→ 111	101	106	125	107	123	91	105
> Nc1c(C(=O)Nc2ccncc2)sc2nc3c(cc12)CCCCC3
→ 94	0.0*	67	76	91	82	81	92
> COc1cccc(Cn2cc(C(=O)Nc3cccnc3Nc3ccc(O)cc3)nn2)c1
→ x	92	105	92	92	113	90	116
> CN(C)CCOC(=O)Nc1nc2ccc(C(=O)c3ccccc3)cc2[nH]1
→ 103	101	45	84	94	106	96	94

# Source: PubChem BioAssay (NCI)
